CatB mix inh – cathepsin B inhibitors from pooled compounds, primary screen, biochemical, compound mixtures, AMC fluorescence. P07858. AID 488, 2006. inhibition, %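 (ten-compound pools at 5 µM per compound and 50 µM total)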. Purified cathepsin B, AMC dipeptide fluorescence. 62,000 compounds, 0.06% hits; in the data active = inhibition above about 22%, passing the limit was not always enough;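 also: 0% = enzyme without compound and 100% = no enzyme blank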
Cathepsin G inh – human cathepsin G inhibitors, primary screen, biochemical, pooled compound mixtures, AMC fluorescence; purified enzyme, AMC-tetrapeptide fluorescence; inhibition, % at 5 µM (by protocol); P08311; AID 581, 2007; 62,000 compounds, 0.2% hits;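 active = inhibition above 20% in each of the two mixture wells holding the compound; inactive = inhibition of 20% or less in either well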;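 also: 0% = enzyme control without mixture and 100% = blank lacking enzyme; strong numbers were not always called active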
Target sequence (P08311 21-244 limits assumed): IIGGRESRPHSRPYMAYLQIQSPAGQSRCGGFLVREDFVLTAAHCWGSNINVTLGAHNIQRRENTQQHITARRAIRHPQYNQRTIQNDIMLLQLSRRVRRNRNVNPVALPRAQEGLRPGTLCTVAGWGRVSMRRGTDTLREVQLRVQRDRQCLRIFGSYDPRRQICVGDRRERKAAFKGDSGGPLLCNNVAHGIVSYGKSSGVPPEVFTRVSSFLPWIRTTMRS
FXIa inh mix – FXIa protease inhibitors in compound pools, primary screen, biochemical, 10-compound mixtures; AID 680, 2007; 62,000 compounds, 0.19% hits; purified FXIa, fluorogenic substrate, pooled mixtures; inhibition, % at 5 µM; Coagulation factor XI (Homo sapiens), P03951; in the data active = inhibition above about 20%, passing the limit was not always enough;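 also: each value is inhibition by a whole ten-compound pool holding the compound; 0% = enzyme with no mixture and 100% = wells lacking enzyme; strong numbers were not always called active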
CatL inh – inhibitors of human cathepsin L, biochemical | AID 460, 2006 | 58,000 compounds, 0.17% hits | Procathepsin L (Homo sapiens), P07711 | purified cathepsin L, fluorogenic substrate, fluorescence | inhibition, %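 (tested at 10 µM)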; in the data active = inhibition above about 45%;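 also: 0% = enzyme with no compound and 100% = no enzyme blank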
Target sequence (P07711 114-288 limits assumed): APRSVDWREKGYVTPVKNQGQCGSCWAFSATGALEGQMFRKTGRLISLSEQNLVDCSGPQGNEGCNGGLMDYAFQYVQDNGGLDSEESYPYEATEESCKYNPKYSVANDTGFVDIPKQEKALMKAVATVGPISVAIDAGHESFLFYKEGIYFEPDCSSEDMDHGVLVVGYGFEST
Target sequence (P07711 292-333 limits assumed): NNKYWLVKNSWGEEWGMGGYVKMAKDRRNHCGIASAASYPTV
CatB block – human cathepsin B inhibitors, primary screen, biochemical, fluorogenic substrate; AID 453, 2006; 63,000 compounds, 0.1% hits; P07858; purified cathepsin B, fluorescence; inhibition, %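 (tested at 10 µM)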; in the data active = inhibition above about 21%;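 also: 0% = enzyme with no compound and 100% = no enzyme blank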
AP complement – alternative complement pathway inhibitors, primary screen, biochemical, ELISA, human serum, orthogonally pooled compounds | 62,000 compounds, 0.08% hits | LPS-coated ELISA, C3 deposition; tested in compound mixtures | inhibition, % at 5 µM;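 active = inhibition above 30% in each of the two pooled mixtures holding the compound, so the lower value exceeds 30%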;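 also: 0% = serum in Mg-EGTA without compound and 100% = EDTA serum blank; some compounds past the cut are filed as inactive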
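Test system: human serum alternative complement pathway, C3 deposition on LPS-coated wells; also added: Plate-bound LPS; doses: 5 µM per compound in ten-compound mixtures; schedule: 1 h at 37 °C; detection: Anti-C3 ELISA, OD 450 nm; evaluation: percent inhibition of C3 deposition onto LPS; repeats: two pool placements per compound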
E coli RNAP – E. coli RNAP inhibitors, biochemical; E. coli RNA polymerase, fluorescence transcription assay; inhibition, %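 (tested at 10 µM)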; AID 559, 2006; 62,000 compounds, 0.2% hits; in the data active = inhibition above about 20%;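 also: 0% = enzyme without compound and 100% = no enzyme blank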
C1s inh – complement C1s protease inhibitors, primary screen, biochemical, 10-compound mixtures; purified C1s, fluorogenic AMC substrate, pooled mixtures; mean inhibition % of two 10-compound mixtures (active compounds read high), % at 5 µM (by protocol); 62,000 compounds, 0.16% hits; AID 538, 2006;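 active = inhibition above 20% in each of the two 10-compound mixture wells holding the compound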;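 also: 0% = enzyme wells lacking compound mixture and 100% = no-enzyme blank wells; some compounds called inactive have numbers as strong as hits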
CatS block – inhibitors of human cathepsin S, biochemical, compound mixtures; recombinant cathepsin S, AMC dipeptide fluorescence, pooled mixtures; inhibition, %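 (tested at 5 µM per compound within 10-compound mixtures)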; 62,000 compounds, 0.06% hits; AID 501, 2006; in the data active = inhibition above about 32%, passing the limit was not always enough;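 also: 0% = enzyme without compound and 100% = blank without enzyme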
Target sequence (P25774 115-331 limits assumed): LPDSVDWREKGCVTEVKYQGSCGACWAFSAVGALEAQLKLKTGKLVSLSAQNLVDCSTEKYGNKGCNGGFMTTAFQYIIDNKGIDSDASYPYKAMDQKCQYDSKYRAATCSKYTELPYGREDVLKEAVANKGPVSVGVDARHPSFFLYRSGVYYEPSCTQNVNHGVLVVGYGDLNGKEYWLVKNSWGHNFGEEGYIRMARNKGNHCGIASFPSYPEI
The depositor's hits bear a star; · = not tested or not shown. This is a subset. The share of hits here may be higher or lower than overall.

SMILES	CatB mix inh	Cathepsin G inh	FXIa inh mix	CatL inh	CatB block	AP complement	E coli RNAP	C1s inh	CatS block
CCn1c(SCc2c(F)cccc2Cl)nnc1-c1ccco1	2	7	2	1	2	8	3	-10	4
Cn1nc(CC(=O)Nc2ccc(N3CCN(C(=O)OC(C)(C)C)CC3)cc2)c2ccccc2c1=O	4	8	6	9	4	12	7	11	-3
CCc1nnc(SCC(=O)N2CCCc3ccccc32)nc1CC	0	5	1	25	4	-2	3	2	7
C=CCOC(=O)c1[nH]c2c(c1C)C(=O)CC(c1cc(OC)c(OC)c(OC)c1)C2 (centres undefined)	6	10	3	17	3	19	14	13	9
O=C(NCC1CCCO1)c1ccccn1 (centres undefined)	4	11	6	-2	4	15	7	8	-1
CCC(=O)Nc1cc(C)c(NC(=O)c2ccco2)cn1	1	6	-8	6	5	6	3	1	-3
CCCSc1nc2c(cnn2-c2ccc(F)cc2)c(=O)[nH]1	-5	-2	-6	·	-2	0	6	-25	6
CCOC(=O)c1c(C)[nH]c(C)c1C(=O)CSc1nnc(-c2ccco2)n1Cc1ccccc1	3	7	6	5	0	12	4	10	-3
CCCC(O)(CCN1CCOCC1)c1ccc(Br)cc1 (centres undefined)	2	13	8	-1	7	-1	2	23	5
CCN(CC)CCN1C(=O)C(=O)/C(=C(/O)c2c(C)[nH]c(C(=O)OC)c2C)C1c1ccccc1OC (centres undefined)	-8	12	-2	2	1	6	9	1	0
C=CCNC(=O)Cn1nc(-c2ccccc2)ccc1=O	0	0	4	-7	0	5	2	0	-3
CC(C)Oc1ccc(C2CNC(=O)C2)cc1 (centres undefined)	4	7	7	-11	-1	23	-3	-3	-5
O=C(Cc1cccs1)Nc1nc2c(s1)CCCC2	4	1	7	-2	-2	9	0	1	-3
Cc1cc(NC(=O)C2CC(=O)OC2c2ccccc2)no1 (centres undefined)	0	-1	8	-4	-2	12	-5	-7	-9
Cc1cc(C(=O)N2CCN(S(C)(=O)=O)CC2)sc1-c1ccccc1	7	0	10	-5	-6	21	4	2	0
O=C(CCN1C(=O)C2CC=C(Cl)CC2C1=O)Nc1ccccc1O (centres undefined)	2	8	8	-4	6	12	-3	9	-7
COc1cc2nc(C)sc2cc1SC	2	-1	5	-3	·	-6	2	-3	-3
O=S1(=O)C=C(N2CCOCC2)c2ccccc21	-2	4	6	·	6	9	3	-15	-7
N#CCSc1nc2[nH]ncc2c(=O)n1-c1ccccc1Br	-2	-5	6	-6	0	1	-4	29	-2
NC(=O)c1oc2ccccc2c1NC(=O)CN1CCCCC1	3	4	8	10	9	14	·	10	0
CC12CC(c3ccccc3O1)C(C(=O)N1CCOCC1)C(=O)N2 (centres undefined)	-4	1	-4	·	-2	-6	5	-28	11
CCCCNC(=O)CS(=O)Cc1nc(-c2cccs2)oc1C (centres undefined)	-1	1	2	·	0	10	9	10	9
O=C(CC1Nc2ccccc2NC1=O)NCCCN1CCCCCC1 (centres undefined)	7	0	6	14	-6	22	3	5	0
C=CCOC(=O)C1=C(C)N=C2SCCC(=O)N2C1c1ccc(OC(=O)c2ccco2)cc1 (centres undefined)	7	7	4	-5	1	15	6	-7	9
CCCCNC(=O)c1ccccc1NC(=O)c1ccccc1N(C)S(C)(=O)=O	7	12	8	6	7	6	11	-5	1

Quoted at random: 2 entries already listed.
SMILES	CatB mix inh	Cathepsin G inh	FXIa inh mix	CatL inh	CatB block	AP complement	E coli RNAP	C1s inh	CatS block
NC(=O)c1oc2ccccc2c1NC(=O)CN1CCCCC1	3	4	8	10	9	14	·	10	0
CCCCNC(=O)CS(=O)Cc1nc(-c2cccs2)oc1C (centres undefined)	-1	1	2	·	0	10	9	10	9

The listing continues:
SMILES	CatB mix inh	Cathepsin G inh	FXIa inh mix	CatL inh	CatB block	AP complement	E coli RNAP	C1s inh	CatS block
CCOC(=O)C1CCN(C(=O)c2cccc(C(=O)N3CCC(C(=O)OCC)CC3)c2)CC1	-5	11	-2	8	-3	2	5	3	-4
CCOC(=O)C1=C(C)NC(SCC(=O)Nc2cc(C)on2)=C(C#N)C1c1cccs1 (centres undefined)	2	1	-1	-3	-1	-6	8	2	7
CCOC(=O)N1CCN(C(=O)COc2ccc(S(=O)(=O)NC(C)C)cc2)CC1	7	11	1	16	4	4	7	19	7
COc1ccc(CCNC2=NCC(C)S2)cc1 (centres undefined)	-1	-12	-1	-1	1	-13	-4	-16	5
CC1COC(c2cccn2Cc2ccccc2Cl)=N1 (centres undefined)	-5	-8	-4	9	0	-12	-5	-20	-3
O=C(Oc1ccc2c(c1)CCC2)N1CCOCC1	7	-13	0	0	6	-14	0	-12	12
CCNc1nc(N2CCCCC2)nc(-n2nnc(C(=O)OCC)c2C)n1	-7	11	-2	2	2	11	12	-9	13
CC(=O)N1CCN(S(=O)(=O)c2cccc(C(=O)Nc3ccc4c(c3)CCC4)c2)CC1	6	15	9	7	1	4	7	11	11
O=C1CCCCC1Sc1nnc(Cc2cccs2)n1CCc1ccccc1 (centres undefined)	-2	3	6	-2	-2	16	-1	-1	5
CCCCNC(=O)CSc1nnc(NC(C)=O)s1	3	8	11	-9	2	20	0	-12	-6
O=C(NCc1cn2ccsc2n1)Nc1ccc(Cl)cc1	3	11	5	1	1	8	2	14	-1
C=CCn1c(SCc2cccnc2)nnc1-c1ccncc1	5	-3	1	3	5	13	5	-44	9
CC(C)C(=O)Nc1cccc(NC(=O)CCN2C(=O)c3ccccc3S2(=O)=O)c1	1	0	4	9	4	4	5	-2	16
COCCCNc1nc2c(c(=O)[nH]c(=O)n2C)n1CC(O)COc1ccccc1C (centres undefined)	1	6	6	-1	6	18	3	7	0
Cn1cnnc1SCC(=O)n1c2ccccc2c2ccccc21	-3	-2	-1	15	-3	-3	9	-6	-2
O=C(c1cc2nc(-c3ccccc3)cc(C(F)(F)F)n2n1)N1CCCC1	0	7	6	0	1	10	5	-2	2
CCc1cc(=O)oc2c(C)c(O)c(CN(C)C)cc12	-13	-22	-34	·	-26	7	-116	-261	-33
O=C(NCCCN1CCOCC1)c1cc(-c2ccc(Br)cc2)on1	-2	0	-10	11	0	5	3	-35	-6
CCOC(=O)C(CC)Sc1nc2c(c(=O)[nH]c(=O)n2C)n1C/C=C(/C)Cl (centres undefined)	-10	12	0	2	-1	13	9	-2	11
CCOC(=O)c1c(CN2CCOCC2)oc2ccc(OC)cc12	1	-3	2	1	2	3	8	-15	2
CC(C)c1cc(C(=O)Nc2ccc3c(c2)OCO3)no1	3	7	9	·	6	15	8	6	-3
CCN(C(=O)c1ccco1)c1nc(CC(=O)Nc2ccc(Cl)cc2)cs1	0	-1	1	4	-3	6	4	-8	1
COc1cc(OC)cc(-c2nnc(SCC(=O)N(C(C)C)C(C)C)o2)c1	-2	0	4	-6	-2	5	-2	-16	-5
CCCC(=O)Nc1nnc(CC(=O)N2CCCC2)s1	4	7	-2	15	5	4	11	14	-3
CSCCNC(=O)c1ccc(C(C)(C)C)cc1	-2	-3	4	2	3	4	-2	-18	5

Given with two lines to a compound: entries from further up
The line under a structure holds: CatB mix inh	Cathepsin G inh	FXIa inh mix	CatL inh	CatB block	AP complement	E coli RNAP	C1s inh	CatS block
CCCCNC(=O)CSc1nnc(NC(C)=O)s1
→ 3	8	11	-9	2	20	0	-12	-6
O=C(NCc1cn2ccsc2n1)Nc1ccc(Cl)cc1
→ 3	11	5	1	1	8	2	14	-1
C=CCn1c(SCc2cccnc2)nnc1-c1ccncc1
→ 5	-3	1	3	5	13	5	-44	9
CC(C)C(=O)Nc1cccc(NC(=O)CCN2C(=O)c3ccccc3S2(=O)=O)c1
→ 1	0	4	9	4	4	5	-2	16
COCCCNc1nc2c(c(=O)[nH]c(=O)n2C)n1CC(O)COc1ccccc1C (centres undefined)
→ 1	6	6	-1	6	18	3	7	0
Cn1cnnc1SCC(=O)n1c2ccccc2c2ccccc21
→ -3	-2	-1	15	-3	-3	9	-6	-2

Next section
SMILES	CatB mix inh	Cathepsin G inh	FXIa inh mix	CatL inh	CatB block	AP complement	E coli RNAP	C1s inh	CatS block
Cn1cccc1Cc1nnc(SCC(=O)Nc2ccc(F)cc2F)n1-c1ccc(F)cc1	3	5	4	8	-2	11	7	55	-3
O=C(Nc1ccccc1C(=O)NC1CCCC1)NC1CCCC1	3	8	9	11	4	-5	8	15	0
CC12CC(NC(=O)N1Cc1ccccc1)c1ccccc1O2 (centres undefined)	4	46	-3	-7	-8	17	0	29	-8
Cc1nc(N2CCN(C(c3ccccc3)c3ccccc3)CC2)[nH]c(=O)c1C	-5	4	2	6	0	-12	1	-7	6
O=C(Cn1c(=O)oc2cc(S(=O)(=O)N3CCCC3)ccc21)Nc1cccc(C(F)(F)F)c1	3	11	6	15	3	5	4	11	8
CCN(CC)CCn1c(=N)n(CCO)c2ccccc21	3	-10	-1	-1	-1	14	-1	-50	-20
CCCCNC(=O)c1cc(-c2ccc(OC)cc2)on1	6	21	5	-6	4	19	5	2	4
O=C(c1ccc2c(c1)OCO2)N(c1ccc(F)cc1)C1C=CS(=O)(=O)C1 (centres undefined)	-17	-23	-34	9	-3	-6	2	-126	-19
Cn1c(=O)c2c(nc(N3CCOCC3)n2CCSc2nc3ccccc3s2)n(C)c1=O	0	3	-6	·	-2	13	7	4	3
COc1ccc(-c2nc3c(=O)n(C)c(=O)[nH]c3n2CCc2ccccc2)cc1	-17	-21	-31	15	7	5	0	-170	-32
COc1ccccc1-c1nnc(N(C)C(=O)C2CCCO2)s1 (centres undefined)	-2	-3	15	1	0	15	-4	-18	7
COc1cc(C2C(C#N)=C(N)Oc3n[nH]c(C)c32)cc2c1OCO2 (centres undefined)	-2	0	3	-11	-2	8	8	-7	19

Compounds shown so far with a CF3 group (2):
SMILES	CatB mix inh	Cathepsin G inh	FXIa inh mix	CatL inh	CatB block	AP complement	E coli RNAP	C1s inh	CatS block
O=C(c1cc2nc(-c3ccccc3)cc(C(F)(F)F)n2n1)N1CCCC1	0	7	6	0	1	10	5	-2	2
O=C(Cn1c(=O)oc2cc(S(=O)(=O)N3CCCC3)ccc21)Nc1cccc(C(F)(F)F)c1	3	11	6	15	3	5	4	11	8

Taken from above.
CatB block, Cc1nc(N2CCN(C(c3ccccc3)c3ccccc3)CC2)[nH]c(=O)c1C : 0
CatB mix inh, Cn1cccc1Cc1nnc(SCC(=O)Nc2ccc(F)cc2F)n1-c1ccc(F)cc1 : 3
